# Assay outcomes: PubChem BioAssay, several laboratories
# MEKK3 PB1 HTS – raises or lowers MEK5 binding to the human MEKK3 PB1 domain. actives 1.4% (n = 290,000). bead-based flow cytometry, Alexa488-MEK5 binding to MEKK3; actives lie on both sides; 0 = blocked by unlabeled MEK5, 100 = vehicle. AID 1529. Q99759. binding response (% of control), % at 10 µM;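 active = binding response more than 3 SD above or below the average of its plate-row segment, actives on both sides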;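 also: Alexa488 bead fluorescence after subtracting the streptavidin-only scavenger bead signal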
# Target sequence (Q99759 whole entry, looked up, the tested form may be a part): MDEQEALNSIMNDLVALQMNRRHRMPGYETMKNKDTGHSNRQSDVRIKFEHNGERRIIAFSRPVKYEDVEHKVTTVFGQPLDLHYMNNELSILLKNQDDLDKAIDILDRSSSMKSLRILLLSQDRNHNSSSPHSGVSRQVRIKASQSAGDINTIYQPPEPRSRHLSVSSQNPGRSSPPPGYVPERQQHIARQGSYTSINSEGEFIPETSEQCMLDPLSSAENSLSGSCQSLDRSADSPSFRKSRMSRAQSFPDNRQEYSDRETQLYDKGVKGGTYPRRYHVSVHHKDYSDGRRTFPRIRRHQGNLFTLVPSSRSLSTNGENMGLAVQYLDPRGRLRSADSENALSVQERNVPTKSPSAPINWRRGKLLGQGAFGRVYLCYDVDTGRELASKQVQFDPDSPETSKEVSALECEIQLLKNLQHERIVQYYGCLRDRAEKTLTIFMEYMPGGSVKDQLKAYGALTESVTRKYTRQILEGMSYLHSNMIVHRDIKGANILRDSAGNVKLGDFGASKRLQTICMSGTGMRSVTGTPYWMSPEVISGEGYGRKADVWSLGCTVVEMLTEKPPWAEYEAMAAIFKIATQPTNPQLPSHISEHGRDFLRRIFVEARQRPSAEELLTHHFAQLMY
# GalR3 antag – antagonists of human GalR3; HEK293 GalR3-CNG cAMP membrane potential fluorescence; galR3 body fused to GalR1 C-terminus; inhibition, % at 3 µM; actives 0.44% (n = 360,000); AID 651719; O60755;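 active = inhibition above the screen-wide average plus 3 SD, cut at about 13% in these data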;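 also: forskolin and galanin both at EC90 stimulate the cells; cAMP rise reported by CNG channel membrane potential dye signal; 0% = forskolin plus galanin with DMSO and 100% = forskolin alone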
# Target sequence (O60755 1-299 limits assumed): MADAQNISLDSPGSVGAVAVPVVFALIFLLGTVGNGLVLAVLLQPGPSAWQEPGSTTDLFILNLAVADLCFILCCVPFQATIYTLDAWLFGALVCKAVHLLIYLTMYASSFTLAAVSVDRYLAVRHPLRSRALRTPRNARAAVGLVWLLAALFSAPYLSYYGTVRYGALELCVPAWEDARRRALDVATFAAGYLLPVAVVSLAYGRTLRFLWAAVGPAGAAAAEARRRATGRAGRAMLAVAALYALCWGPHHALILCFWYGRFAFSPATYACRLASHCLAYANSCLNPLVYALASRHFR
# DNA FID counter – displaces DNA intercalator in HCV helicase counter-screen. DNA fluorescent intercalator displacement, fluorescence. inhibition, % at 7.9 µM. actives 0.17% (n = 290,000); in the data active = inhibition above about 37%;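 also: 0% = vehicle and 100% = reference compound; higher means more ethidium bromide displaced from hairpin DNA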
# CRFR2-BP antag – CRF-BP/CRF-R2 complex antagonism; HEK293 CRF-R2/CRF-BP, CRF-induced calcium fluorescence; inhibition, % at 11.8 µM; actives 0.59% (n = 350,000); AID 588475;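 active = inhibition of the ligand-induced calcium signal above about 50% at the single tested concentration, limit read from the data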
# MEKK2 mut-MEK5 – signal of MEK5 binding to mutant human MEKK2 PB1 domain; bead flow cytometry, Alexa488-MEK5 binding to MEKK2 mutant; percent response, % at 10 µM; actives 0.35% (n = 290,000); in the data active = percent response above about 24%, passing the limit was not always enough; also: inactives centre near 1; some results filed as inactive read as strong as hits
# CRFBP-R2 agonist – CRF-BP/CRF-R2 complex agonism | HEK293 CRF-R2/CRF-BP, calcium dye fluorescence (FLIPR); percent of saturating CRF peptide response | actives 0.46% (n = 350,000) | activation, % at 13.2 µM | AID 588473;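 active = activation of at least 50%, plus an integration ratio under a set limit after plate pattern correction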;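 also: plate controls were neutral control wells without compound for no effect and CRF at EC100 for full effect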
# MEKK2 WT-MEK5 – raises or lowers MEK5 binding to wildtype human MEKK2 PB1 domain; bead flow cytometry, Alexa488-MEK5 binding to MEKK2 WT; actives lie on both sides; binding response (% of control), % at 10 µM; actives 1.1% (n = 290,000); Q9Y2U5; in the data active = binding response below about 67% or above about 130%
# UBC9 SUMO inh – blocks human SUMOylation mediated by UBC9 | P63279 | inhibition, % at 35 µM | actives 0.36% (n = 290,000) | HTRF SUMOylation assay, SAE1/SAE2 + UBC9, in vitro | AID 2006; in the data active = inhibition above about 50%, passing the limit was not always enough; also: strong numbers were not always called active
# Target sequence (P63279 whole entry, looked up): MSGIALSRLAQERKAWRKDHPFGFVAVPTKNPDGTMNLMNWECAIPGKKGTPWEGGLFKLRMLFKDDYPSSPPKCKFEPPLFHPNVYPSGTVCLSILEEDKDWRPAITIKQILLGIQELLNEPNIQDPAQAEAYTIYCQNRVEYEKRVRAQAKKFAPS
# HCV NS3 hel inh – HCV NS3 helicase inhibition; NS3 helicase DNA unwinding, Cy5 molecular beacon fluorescence; inhibition, % at 10.9 µM; actives 0.56% (n = 290,000);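 active = inhibition above the mean of all tested compounds plus 3 SD, set per campaign, cut at about 35% in these data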;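 also: 0% = DMSO wells and 100% = thioflavine S control wells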
#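 System: HCV NS3 helicase fragment; control set: DMSO and thioflavine S; technique: Cy5 fluorescence at 0 and 60 min, beacon hairpin quenching; reagent: beacon DNA duplex substrate plus ATP; replicates: singlicate; schedule: 1 h reaction at 25 °C, ATP-initiated; medium: MOPS buffer pH 6.5 with MgCl2, DTT, Tween20, BSA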
# * hit, by the source's call; nt = not tested or not shown; & = joins results of further samples.
Compound	MEKK3 PB1 HTS	GalR3 antag	DNA FID counter	CRFR2-BP antag	MEKK2 mut-MEK5	CRFBP-R2 agonist	MEKK2 WT-MEK5	UBC9 SUMO inh	HCV NS3 hel inh
CCOC(=O)c1c(O)cc(C)[nH]c1=O	93&98	2	1&-1	16	-14&-4	1.8	90&95	8&4	4&-4
Nc1nc(SCC(=O)Nc2cc(C(F)(F)F)ccc2Cl)[nH]c(=O)c1NC(=O)c1ccco1	94	-5	-26	1	-4	0.2	91	1	-2
CC1CN(c2ncnc3c2oc2ccccc23)CC(C)O1 (centres undefined)	105	-1	-10	5	13	-1.4	107	29	1
O=[N+]([O-])c1cc(-c2nnc(N3CCOCC3)c3ccccc23)ccc1N1CCOCC1	103	-5	-34	6	1	1.3	101	3	-6
CCNC(=O)CCCOc1ccc(Cl)cc1Cl	106	-8	-5	15	9	-0.5	112	-7	0
CCOC(=O)c1cc(NC(=O)Nc2ccccn2)c(C)nc1C	105	-2	-10	2	-4	-0.2	98	0	7
COc1ccc(CCNC(=O)CN(Cc2ccc(Cl)cc2)S(C)(=O)=O)cc1OC	111	-13	-35	-1	14	3.0	109	16	2
NC(=O)c1oc2ccc(Cl)cc2c1NC(=O)CN1CCOCC1	106	-2	-5	9	7	1.4	102	-4	-3
CCCC1=[N+](CC(C)=O)CCn2c(C)ccc21	97	-6	-2	12	-2	4.0	96	5	2
CS(=O)(=O)N1CCN(C(=O)C2c3ccccc3Oc3ccccc32)CC1	108	nt	-5	1	8	11	105	17	-8
Cc1ccc2oc(C(=O)NCc3ccccc3)cc(=O)c2c1	102	-12	-10	-3	2	0.4	103	18	4
Cc1ccc(S(=O)(=O)N2CCOCC2)cc1C(=O)NCCN1C(=O)S/C(=C\c2ccccc2Cl)C1=O	104	-4	-29	5	-2	-1.6	100	2	-2
CCOC(=O)C(CCCP(=O)(c1ccccc1)c1ccccc1)(NC(C)=O)C(=O)OCC	102	1	-32	-5	-3	-2.1	100	-13	0
CCc1ccc(N(C(=O)c2csnn2)C(C(=O)NC(C)(C)CC)c2cccnc2)cc1 (centres undefined)	95	3	-29	-13	-4	-1.2	96	0	-3
O=C(Cc1ccccc1)Nc1ccc(Br)c(Cl)c1	86	-6	11	19	0	-1.0	111	0	-1
COc1ccc(-c2cc(=O)oc3cc(OCC(=O)NCC4CCC(C(=O)O)CC4)ccc23)cc1 (centres undefined)	98	-2	-49	0	1	0.8	100	13	-7
CCOC(=O)c1c(C#N)c(SCC(=O)Nc2ccc(OC)cc2)nc2c1CN(CC)CC2	79	0	-2	6	-6	4.4	90	0	-3
COc1ccc(-c2cnc(N)n2CC2CCCO2)cc1 (centres undefined)	97	-4	8	15	3	1.9	-6.0*	-2	-13
CCc1nnc(NC(=O)C2CC(=O)N(CCc3ccc(F)cc3)C2)s1 (centres undefined)	98	-6	-23	3	0	0.1	101	7	14
CCc1c(C)[nH]n(-c2ccc(Oc3ccccc3)c(S(=O)(=O)O)c2)c1=O	101	nt	-15	-5	1	-0.2	101	17	22
Cc1cc(C)c(S(=O)(=O)Nc2cccc(S(=O)(=O)N3CCOCC3)c2)c(C)c1	101	-1	-30	2	1	1.4	101	-4	-16
Cc1cc(/C=C2\C(=N)N3N=C(CC(=O)N4CCOCC4)SC3=NC2=O)c(C)n1-c1ccccc1	102	-1	-52	-13	7	1.7	104	18	0
CCN1C(=O)/C(=C/c2ccc(OCc3ccc(C(=O)O)cc3)c(Cl)c2)NC1=S	105	-9	-6	-5	4	11	102	20	14
O=C(Cn1nc(C(F)(F)F)cc1C1CC1)NCc1ccccc1F	107	-4	-9	-13	0	-0.8	116	4	0
N#C/C(=C\c1ccc(OCc2ccc(C(=O)O)cc2)cc1)C(=O)N1CCOCC1	99	-2	-28	-11	-2	-0.9	101	-5	18
COc1ccc(/C=N/Nc2nnc(C)n2N)cc1OC(C)=O	101	-7	-5	-8	4	2.5	102	6	-3
CCCS(=O)(=O)c1c(S(=O)(=O)CCC)c2c3ccccc3ccn2c1C(N)=O	102	-3	-11	4	-4	-0.8	97	-15	3
Cc1ccc(-c2nnc3n2N=C(c2ccccc2)CS3)cc1	103	2	-7	15	4	-1.8	101	13	-10
O=C(CN1CCN(c2ccc(Cl)cc2)CC1)Nc1ccc(F)c(F)c1	79	-2	-6	23	-11	-2.4	85	-6	-11
O=C(CSc1cn(Cc2ccccc2)c2ccccc12)N1CCOCC1	106	nt	-23	18	9	-0.6	109	14	-3

# An excerpt from above in order of length of the SMILES, lowest first:
Compound	MEKK3 PB1 HTS	GalR3 antag	DNA FID counter	CRFR2-BP antag	MEKK2 mut-MEK5	CRFBP-R2 agonist	MEKK2 WT-MEK5	UBC9 SUMO inh	HCV NS3 hel inh
Cc1ccc(-c2nnc3n2N=C(c2ccccc2)CS3)cc1	103	2	-7	15	4	-1.8	101	13	-10
O=C(CN1CCN(c2ccc(Cl)cc2)CC1)Nc1ccc(F)c(F)c1	79	-2	-6	23	-11	-2.4	85	-6	-11
CCc1ccc(N(C(=O)c2csnn2)C(C(=O)NC(C)(C)CC)c2cccnc2)cc1 (centres undefined)	95	3	-29	-13	-4	-1.2	96	0	-3

# Continuation.
Compound	MEKK3 PB1 HTS	GalR3 antag	DNA FID counter	CRFR2-BP antag	MEKK2 mut-MEK5	CRFBP-R2 agonist	MEKK2 WT-MEK5	UBC9 SUMO inh	HCV NS3 hel inh
NC(=S)N/N=C1\c2ccccc2-c2c(C(=O)O)cccc21	99	-9	-5	2	-1	-0.2	98	3	-15
CCOC(=O)c1nn(-c2ccccc2)c(=O)cc1SC(C)C	106	-6	-13	-17	7	0.4	104	-12	-3
COCc1c(C)cc(C)c(/C=N/O)c1C	107	-3	5	6	4	-1.1	111	11	6
O=C(CSc1nnc(NC(=O)c2ccco2)s1)Nc1ccc2c(c1)OCCO2	105	-3	-2	6	3	-1.9	106	9	-3
O=C(CCN1C(=O)/C(=C/c2cccs2)SC1=S)Nc1ccc(C(=O)O)c(O)c1	100	4	20	20	1	-1.3	97	34	8
O=c1cc(CN2CCN(c3ccc(O)cc3)CC2)nc2scc(-c3ccccc3)n12	116	4	-17	25	0	0.5	108	24	11
O=C(Nc1ccncc1)c1ccc(F)cc1	104	-7	2	6	5	-0.7	106	3	-3
COc1cc(C(N)=O)ccc1OCc1ccccc1	105	2	-6	0	-1	0.5	99	5	1
Cc1cc(C)n(NC(=S)NC2CCCCC2)c(=O)c1C#N	84	-2	-5	20	-28	-0.2	89	36	-2
COc1ccc2oc(C(=O)NCc3ccco3)c(C)c2c1	98	2	-12	-4	6	0.0	101	4	13
CN(C)S(=O)(=O)Oc1ccccc1C(=O)Nc1ccccc1Cl	103	-6	-5	-7	7	-0.3	106	10	-10
COc1ccc(OC(C)C(=O)Nc2ccccc2C(F)(F)F)cc1 (centres undefined)	126	-3	-9	10	1	1.5	109	14	4
O=C(O)CN1C(=O)COc2ccc(S(=O)(=O)N3CCCCCC3)cc21	97	4	-6	-8	7	-1.0	100	3	2
Cc1cc(OCC(=O)Nc2ccncc2)cc(C)c1Cl	101	16*	-2	0	4	-0.6	109	3	-10
COc1ccc(-c2nnc(SCC(=O)NNC(=O)c3ccc(C)cc3)o2)cc1	101	6	1	14	1	-2.1	103	-6	-3
Cc1c(-n2cc(C(=O)c3cc(Br)ccc3O)cc(C#N)c2=O)c(=O)n(-c2ccccc2)n1C	121	-1	-15	-7	8	40	110	13	-2
O=C(NCCOc1cccnc1)C1CCC(=O)N(Cc2ccccc2F)C1 (centres undefined)	95	3	-5	0	3	-0.9	99	10	0
Cc1ccc2nc(-c3ccc(NC(=O)CSc4nc(N)cc(=O)[nH]4)cc3)sc2c1	111	2	-15	-4	8	-0.2	102	29	18
CC(CCc1ccccc1)NC(=O)COC(=O)c1ccccc1Br (centres undefined)	104	-7	-34	-4	7	-0.4	111	-8	-3
O=C(COc1ccc(S(=O)(=O)NC2CCCCC2)cc1)NC1CC1	97	-2	-23	11	2	0.0	102	6	20
O=C1c2ccccc2C(=O)N1c1ncn[nH]1	95	-4	4	3	1	-3.1	97	2	-11
O=[N+]([O-])c1nn(-c2ccccc2)[n+]([O-])c1N1CCN(c2ccccc2F)CC1	100	-3	-3	13	-1	-2.7	101	-9	4
COCCn1c(C)nnc1SCC(=O)Nc1ccccc1[N+](=O)[O-]	96	-4	10	2	-10	-2.0	94	3	6
O=C(NCc1ccco1)[C@@H]1CCCN1C(=O)c1cccs1	nt	-4	-1	11	nt	-2.6	nt	-16	6
O=C(O)CNC1=NCCCCC1	89	0	1	-4	-5	-1.2	93	16	6
C/C(=N\NC(=O)c1ccc(NS(=O)(=O)c2cccs2)cc1)c1ccc(O)cc1O	97	5	-15	0	-4	1.1	95	22	7
c1ccc(-c2csc3ncnc(NCC4COc5ccccc5O4)c23)cc1 (centres undefined)	104	88*	-18	17	2	-3.8	103	-22	7
O=C(N1CCN(c2ccccc2)CC1)C1(S(=O)(=O)c2ccc(Cl)cc2)CC1	101	-4	-36	-8	1	-1.0	99	-14	1
O=C(CC(=O)Nc1nc(C23CC4CC(CC(C4)C2)C3)cs1)NCCO	103	1	-25	7	9	-0.2	101	12	4
COc1ccc(OCC(O)CNC(=O)Nc2cc(C)cc(C)c2)cc1 (centres undefined)	94	-2	-19	-17	-7	-2.0	96	-2	-11

Compound	MEKK3 PB1 HTS	GalR3 antag	DNA FID counter	CRFR2-BP antag	MEKK2 mut-MEK5	CRFBP-R2 agonist	MEKK2 WT-MEK5	UBC9 SUMO inh	HCV NS3 hel inh
CCN(C(=O)CN1C(=O)S/C(=C\c2ccc(F)cc2)C1=O)C1CCS(=O)(=O)C1 (centres undefined)	96	3	-30	4	-1	-1.1	98	-8	12
CCOC(=O)c1c(C)[nH]c(C)c1C(=O)CSc1nc2ccccc2n1CCOC	104	8	-24	17	9	-2.9	110	16	-12
CNC(=S)Nc1cccc(C(=O)O)c1	101	-9	3	7	-1	-1.1	101	4	-6
COc1ccc(C(C)=O)cc1CSc1nnc(Nc2ccccc2)s1	100	-14	-24	-42	-1	3.3	101	-11	-2
OCC(O)C(O)C(O)C(O)C1NCCS1 (centres undefined)	103	-1	-2	7	0	-1.3	101	-1	4
Cc1cc(C)n(-c2ccc(NC(=O)C3CCCCN3C(=O)c3occc3C)cc2)n1 (centres undefined)	100	-3	-54	9	10	-1.4	101	-11	-6
CN1CCCCC1CCN1c2ccccc2Sc2ccc(S(C)=O)cc21 (centres undefined)	115&106	-3	10	22	10&10	-0.5	129&117	26	-8
COc1ccc(NC2CCCN(C(=O)c3ccccc3N3CCOCC3)C2)cc1OC (centres undefined)	100	1	-24	2	7	-0.1	103	2	-6
CC(C(=O)N1CCOCC1)N1c2cccc3cccc(c23)S1(=O)=O (centres undefined)	100	2	-15	7	0	1.6	101	30	6
Cc1cc(SCC(=O)NCCN2C(=O)CSC2=O)nc2ccccc12	103	-2	-10	1	21	0.4	101	3	13
COc1ccc(-c2nc3ncnn3cc2C)cc1F	103	-6	1	-3	1	-3.4	99	34	-7
COc1ccc(Cl)cc1C(=O)NCCN1CCOCC1	103	-4	1	-15	-1	-0.1	103	18	16
Cn1c(CSc2nc3ccccc3n2C)nc2ccccc21	94	-4	-5	2	-2	0.9	91	-6	-3
O=C(CCN1CCCCCC1)Nc1ccc(F)c(F)c1	107	-5	3	1	4	-0.6	119	-1	-2

# A portion of the library; count on the stated rates, not on these rows.
